Screening results from PubChem.
RTF Ca sens act: cardiac RTF calcium sensitization; IANBD-labeled TnC RTF fluorescence at EC20 calcium; 0% EC20 calcium, 100% full calcium; activation, % at 7.2 µM; AID 493008; P19429+P45379; hit rate 0.24% among 340,000;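 active = activation above the mean over all tested compounds plus 3 SD, cut at about 30% in these data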;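 note: rise in fluorescence read as greater calcium sensitivity of cardiac thin filaments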
PfHsp90 yeast 2: inhibits growth of yeast expressing Plasmodium falciparum Hsp90 | hit rate 0.32% among 310,000 | AID 504621 | inhibition, % at 9.4 µM | S. cerevisiae expressing PfHsp90, BacTiter-Glo ATP, 48 h; yeast lacking PDR1 and PDR3 efflux regulators;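 active = every replicate shows inhibition above about 80%, whatever the replicate mean, limit read from the data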;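 note: 0% = DMSO neutral controls and 100% = 20 µM radicicol positive controls; yeast relying on Plasmodium falciparum Hsp90 in place of its own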
Cardiac RTF inh: cardiac RTF calcium desensitization; P19429+P45379; hit rate 0.12% among 340,000; inhibition, % at 7.15 µM; IANBD-labeled cardiac RTF, Ca2+ fluorescence;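 active = inhibition above the mean inhibition of all tested compounds plus 3 SD, cut at about 17% in these data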;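 note: assay run at fixed EC70 calcium of 1.6 mM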
Rtt109 Vps75: blocks Candida albicans Rtt109/Vps75 acetyltransferase activity; Q5AAJ8; purified Rtt109/Vps75, ThioGlo CoA-SH fluorescence, 4 h; inhibition, % at 34.9 µM; hit rate 0.16% among 330,000; AID 540336;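 active = inhibition of at least 50% in every replicate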
CDK5 inh: blocks human CDK5/p35 kinase activity | Q00535+Q15078 | Recombinant CDK5/p35, ADP-Glo luminescence, 60 min | inhibition, % at 10 µM | hit rate 0.01% among 330,000;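 active = highest replicate inhibition of at least 50% and at least 75% of replicates reaching 50%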;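 note: plate controls were DMSO neutral control for no effect and GW8510 at 10 µM for full effect; many of its hits are not listed in these tables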
Keap1 Nrf2 FP: inhibitors of human Keap1-Nrf2 protein-protein interaction | inhibition, % at 9.4 µM | Keap1 Kelch-Nrf2 peptide fluorescence polarization, 1536-well | hit rate 0.15% among 340,000 | Q14145; in the data active = inhibition above about 12%;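 note: human Keap1 Kelch domain with fluorescein labeled Nrf2 9mer peptide probe; 0% = neutral control wells and 100% = peptide positive control; higher means more block of Keap1 binding to Nrf2 peptide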
LANA DNA inh: KSHV C-LANA DNA binding inhibition | hit rate 0.078% among 340,000 | inhibition, % at 9 µM | MBP-C-LANA/FAM-LBS DNA binding, fluorescence polarization | AID 504423;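 active = highest replicate inhibition at or above 60% at 9 µM, even if other replicates fall short; inactive = all replicates below 60% inhibition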;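 note: 0% = neutral control wells and 100% = 4 µM acridine orange control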
NSD2 HMT inh: blocks human histone methyltransferase NSD2; inhibition, % at 12.5 µM; AID 743445; O96028; hit rate 0.54% among 310,000; NSD2 peptide methylation, AlphaScreen, 120 min; in the data active = inhibition above about 50%
Target sequence (O96028 whole entry, looked up): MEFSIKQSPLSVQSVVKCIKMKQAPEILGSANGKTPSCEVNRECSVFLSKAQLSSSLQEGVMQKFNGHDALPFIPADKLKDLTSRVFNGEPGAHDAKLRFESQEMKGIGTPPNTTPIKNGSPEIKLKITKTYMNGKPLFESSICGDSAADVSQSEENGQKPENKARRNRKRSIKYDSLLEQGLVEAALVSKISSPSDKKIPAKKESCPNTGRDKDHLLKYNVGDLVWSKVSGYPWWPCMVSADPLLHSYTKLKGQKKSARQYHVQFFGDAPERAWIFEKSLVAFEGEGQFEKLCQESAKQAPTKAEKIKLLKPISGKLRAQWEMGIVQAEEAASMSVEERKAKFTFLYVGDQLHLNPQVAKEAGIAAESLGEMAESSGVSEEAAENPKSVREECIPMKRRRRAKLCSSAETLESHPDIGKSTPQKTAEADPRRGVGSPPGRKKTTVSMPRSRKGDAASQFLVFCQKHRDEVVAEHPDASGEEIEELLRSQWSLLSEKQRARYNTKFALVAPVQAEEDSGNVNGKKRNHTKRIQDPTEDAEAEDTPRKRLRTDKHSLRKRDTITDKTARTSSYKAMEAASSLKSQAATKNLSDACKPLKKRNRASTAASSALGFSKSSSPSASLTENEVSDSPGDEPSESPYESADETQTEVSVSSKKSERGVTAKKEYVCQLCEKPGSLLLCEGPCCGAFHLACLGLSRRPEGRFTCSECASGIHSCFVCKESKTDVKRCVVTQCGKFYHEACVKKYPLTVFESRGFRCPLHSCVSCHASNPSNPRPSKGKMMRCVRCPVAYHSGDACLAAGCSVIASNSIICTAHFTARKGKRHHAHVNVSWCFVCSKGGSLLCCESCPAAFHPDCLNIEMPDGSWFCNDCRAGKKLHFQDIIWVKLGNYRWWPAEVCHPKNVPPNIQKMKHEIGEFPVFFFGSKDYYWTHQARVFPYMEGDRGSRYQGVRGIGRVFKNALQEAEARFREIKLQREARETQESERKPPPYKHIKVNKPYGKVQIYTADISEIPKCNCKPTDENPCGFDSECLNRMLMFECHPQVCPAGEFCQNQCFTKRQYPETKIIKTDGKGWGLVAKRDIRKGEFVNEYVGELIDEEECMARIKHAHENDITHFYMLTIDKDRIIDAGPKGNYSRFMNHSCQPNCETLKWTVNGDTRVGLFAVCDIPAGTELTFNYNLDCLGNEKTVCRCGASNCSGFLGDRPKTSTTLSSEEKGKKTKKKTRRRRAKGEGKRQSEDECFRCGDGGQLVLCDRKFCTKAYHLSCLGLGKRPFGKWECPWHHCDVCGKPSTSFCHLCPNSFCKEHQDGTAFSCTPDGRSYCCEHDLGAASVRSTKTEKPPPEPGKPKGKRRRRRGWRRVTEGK
Mot1-301 SUMO: inhibitors of SUMOylation pathway: yeast Mot1-301 growth rescue; S. cerevisiae Mot1-301 growth rescue, ATP luminescence, 38.5C; percent above DMSO median, 100 means doubled; growth rescue, % at 18.8 µM; hit rate 1% among 320,000; AID 2716;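 active = every valid replicate shows activation above 250% relative to neutral control wells; inactive = the rest, any valid replicate at or below 250%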;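 note: OY570 slx delta 5 strain wells were the positive control but not used for scaling; some compounds called inactive have numbers as strong as hits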
dFosB act: activators of mouse delta FosB homodimer | AID 493131 | P13346 | purified delta FosB, TAMRA-CDK5 oligo fluorescence polarization; percent of positive-control signal above neutral wells | hit rate 0.99% among 340,000 | activation, % at 25 µM;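 active = mean activation above about 17%, with every replicate also reaching it, limit read from the data, passing the limit was not always enough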;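 note: fluorescence polarization rise as delta FosB binds a TAMRA Cdk5 AP-1 oligo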
PvdQ acylase: blocks Pseudomonas aeruginosa PvdQ acylase activity; hit rate 0.063% among 340,000; purified PvdQ acylase, fluorescence plate reader; inhibition, % at 10 µM; in the data active = inhibition above about 30%, passing the limit was not always enough;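 note: 0% = vehicle neutral wells and 100% = reference inhibitor wells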
* = called active by the depositor; . = not tested or not shown.

The opening nine records as a preview:
SMILES	RTF Ca sens act	PfHsp90 yeast 2	Cardiac RTF inh	Rtt109 Vps75	CDK5 inh	Keap1 Nrf2 FP	LANA DNA inh	NSD2 HMT inh	Mot1-301 SUMO	dFosB act	PvdQ acylase
COc1c(C)cc(C(=O)C2CCCN(C(=O)c3ccc4[nH]ccc4c3)C2)cc1C (centres undefined)	1	.	-3	10	4.8	-3	0.2	-3	.	-6	-7
CCc1cccc2c(C(=O)COC(=O)C3=NNC(=O)CC3)c[nH]c12	2	-6	2	2	2.1	-6	-0.8	0	39	-4	10
CC(=O)N(c1ccccc1)C1SC(=O)N(c2ccccc2)C1=O (centres undefined)	18	4	0	-97	0.3	3	1.9	5	-19	-1	1
CN(CCc1cnn(C)c1)Cc1cn(C)nc1-c1ccccc1F	-1	1	-6	5	0.3	2	7.6	10	-15	-2	-10
COc1ccc(/C=C/C(=O)OCC(=O)Nc2cccc(S(=O)(=O)NC3=NCCCCC3)c2)cc1	-7	5	-1	.	1.5	2	-1.4	-2	9	-13	5
CC(=O)c1ccc(-c2ccc(C(=O)NC3CCCCCC3)o2)cc1	4	.	-8	-20	1.2	-6	-0.4	.	-9	1	-10
Cc1cnc([N+](=O)[O-])n1CCOC(=O)NC(=O)c1cccc(F)c1	7	17	-6	-4	-9.8	-5	-1.4	1	-19	1	-7
CCC1CCCCN1CCCNC(=O)CCCOc1cc(=O)n(C)c2ccccc12 (centres undefined)	-1	-3	3	-10	0.0	-5	0.7	0	1	-11	-16
Cc1ccc(C(=O)NNC(=S)NC(=O)c2ccco2)cc1	6	-47	-13	-2	1.0	-1	1.0	-4	39	-3	-2

The listing, from the start:
SMILES	RTF Ca sens act	PfHsp90 yeast 2	Cardiac RTF inh	Rtt109 Vps75	CDK5 inh	Keap1 Nrf2 FP	LANA DNA inh	NSD2 HMT inh	Mot1-301 SUMO	dFosB act	PvdQ acylase
COc1c(C)cc(C(=O)C2CCCN(C(=O)c3ccc4[nH]ccc4c3)C2)cc1C (centres undefined)	1	.	-3	10	4.8	-3	0.2	-3	.	-6	-7
CCc1cccc2c(C(=O)COC(=O)C3=NNC(=O)CC3)c[nH]c12	2	-6	2	2	2.1	-6	-0.8	0	39	-4	10
CC(=O)N(c1ccccc1)C1SC(=O)N(c2ccccc2)C1=O (centres undefined)	18	4	0	-97	0.3	3	1.9	5	-19	-1	1
CN(CCc1cnn(C)c1)Cc1cn(C)nc1-c1ccccc1F	-1	1	-6	5	0.3	2	7.6	10	-15	-2	-10
COc1ccc(/C=C/C(=O)OCC(=O)Nc2cccc(S(=O)(=O)NC3=NCCCCC3)c2)cc1	-7	5	-1	.	1.5	2	-1.4	-2	9	-13	5
CC(=O)c1ccc(-c2ccc(C(=O)NC3CCCCCC3)o2)cc1	4	.	-8	-20	1.2	-6	-0.4	.	-9	1	-10
Cc1cnc([N+](=O)[O-])n1CCOC(=O)NC(=O)c1cccc(F)c1	7	17	-6	-4	-9.8	-5	-1.4	1	-19	1	-7
CCC1CCCCN1CCCNC(=O)CCCOc1cc(=O)n(C)c2ccccc12 (centres undefined)	-1	-3	3	-10	0.0	-5	0.7	0	1	-11	-16
Cc1ccc(C(=O)NNC(=S)NC(=O)c2ccco2)cc1	6	-47	-13	-2	1.0	-1	1.0	-4	39	-3	-2
CC/C(=N\NS(=O)(=O)c1ccc(C)cc1)c1ccco1	-2	7	2	-5	-2.0	-6	-0.7	1	12	6	-13
Cc1ccc(SCc2nnc(NC(=O)c3ccccc3)s2)cc1	0	-8	-4	13	-0.9	-4	-0.8	-2	2	-8	9
FC(F)(F)c1nc2ncc(Cl)cc2[nH]1	1	.	-2	-11	1.4	0	1.6	-2	4	0	-4
CN(CCc1ccccc1)C(=O)c1ccc(NC(=O)Cc2ccc(NC(=O)C3CCN(C(=O)C4CCCC4)CC3)cc2)cc1	-9	3	-1	-8	1.5	-3	-0.8	.	.	-8	-1
O=C(c1ccco1)N1CCN(Cc2c(F)cccc2Cl)CC1	-5	8	0	4	-1.4	-3	-4.1	-1	-7	0	-8
O=C(Nc1cc2c3c(c1)CC(=O)N3CCC2)c1c(F)cccc1F	2	-2	2	-2	-5.0	-5	-0.6	-2	40	-5	-17
CCCNC(=O)NC(C)C12CC3CC(CC(C3)C1)C2 (centres undefined)	-5	15	-4	6	-0.8	3	0.8	-1	-10	-8	-8
O=[N+]([O-])c1ccc(NC(=S)NCCc2ccc(F)cc2)cc1	0	14	-6	4	3.2	-1	-2.8	6	-6	-1	2
COCCN(CCOC)c1nc(-c2ccc(C)cc2)nc2ccccc12	-1	12	-9	-1	-0.4	7	-4.4	-5	5	-17	3
Cn1c(C(=O)OC(C(=O)NC2CCCCC2)c2ccncc2)cc2sccc21 (centres undefined)	0	14	7	0	-0.4	0	-1.8	.	-14	-2	1
COc1cccc(C(c2c(C)[nH]n(-c3ccccc3)c2=O)c2c(C)[nH]n(-c3ccccc3)c2=O)c1OC	0	-17	1	13	-0.8	2	0.0	14	16	-5	10
O=C(CCCSc1nc2ccccc2[nH]1)N1CCN(c2ccccc2)CC1	2	.	-7	22	-1.6	0	0.2	-2	9	-2	-5
Nc1nnc(CC(=O)NCc2ccccc2)s1	-7	-7	-3	9	1.3	0	1.2	-3	74	-5	5
COc1ccc(C(=O)Nc2ccc(C(=O)O)cc2NC(=O)c2ccc(OC)cc2)cc1	0	3	-3	-4	0.9	-5	-2.5	-2	20	-6	-22
O=C(Nc1cccs1)Nc1ccccc1Br	2	38	4	.	1.6	-8	0.8	1	-2	-2	-10
COc1ccccc1NC(=O)C(=O)N1N=C(C(C)C)CC1(O)C(F)(F)F (centres undefined)	4	-22	-1	2	1.6	1	0.8	-1	4	-1	4
CN(CC(=O)Nc1cccc(F)c1)C(=O)CC1CCCCC1	-4	-20	3	-5	0.1	-2	-7.0	-1	-10	-2	-6
CCCCN1C(=O)c2cccc3cc(O)cc(c23)C1=O	0	-15	-6	-4	0.8	-2	1.3	-12	0	-7	7
CCOC(=O)N1CCN(CC(O)COc2ccc3c(c2)CCC3)CC1 (centres undefined)	-3	-6	-3	-4	-0.3	-2	0.8	6	10	-5	-17
C(=N\Nc1nc(N2CCCC2)nc(N2CCCC2)n1)/c1ccncc1	4	2	-6	4	-0.1	-5	-0.8	1	-4	-8	-6
CCOP(=O)(OCC)c1nc(-c2ccccc2)oc1NCc1ccccc1	-1	15	1	13	-2.0	7	-3.3	-1	-2	-5	-4

3 of the entries above in order of the NSD2 HMT inh value, falling:
SMILES	PfHsp90 yeast 2	Rtt109 Vps75	CDK5 inh	Keap1 Nrf2 FP	LANA DNA inh	NSD2 HMT inh	Mot1-301 SUMO	dFosB act	PvdQ acylase
CCOC(=O)N1CCN(CC(O)COc2ccc3c(c2)CCC3)CC1 (centres undefined)	-6	-4	-0.3	-2	0.8	6	10	-5	-17
CN(CC(=O)Nc1cccc(F)c1)C(=O)CC1CCCCC1	-20	-5	0.1	-2	-7.0	-1	-10	-2	-6
Nc1nnc(CC(=O)NCc2ccccc2)s1	-7	9	1.3	0	1.2	-3	74	-5	5

(listing goes on)
SMILES	RTF Ca sens act	PfHsp90 yeast 2	Cardiac RTF inh	Rtt109 Vps75	CDK5 inh	Keap1 Nrf2 FP	LANA DNA inh	NSD2 HMT inh	Mot1-301 SUMO	dFosB act	PvdQ acylase
CCc1cccc(NC(=O)CCCSc2nc3ccccc3[nH]2)c1	6	10	0	4	0.9	3	-0.8	-1	15	-5	-7
O=C1c2oc3ccccc3c(=O)c2C(c2cccc(Br)c2)N1Cc1ccco1 (centres undefined)	9	-13	-5	-13	-0.1	-2	-0.6	7	2	-6	-6
Cc1ccc(NC(=O)c2ccc(CSc3ncnc4nc[nH]c34)cc2)c(C)c1	5	-7	-6	-1	1.2	-2	0.6	0	-10	-8	-7
COCCn1c(SCC(=O)NCCc2ccccc2)nnc1-c1ccco1	-8	-9	-6	-10	-2.3	-2	0.4	-6	48	0	1
CCc1nnc(NC(=O)c2ccc(-c3ccc([N+](=O)[O-])cc3Cl)o2)s1	-3	-6	-9	-2	1.8	-5	-1.3	1	-12	3	-9
Fc1ccc(-c2nc3c(-c4ccccc4)cnn3cc2CCN2CCOCC2)cc1	-2	-3	10	2	1.1	-2	2.6	-6	7	-13	7
N=c1c2c(-c3ccccc3)c(-c3ccccc3)n(Cc3ccco3)c2ncn1Cc1ccco1	10	-5	1	12	0.2	-4	-1.2	4	-17	-3	-11
O=C(CN1CCOCC1)NC1C2CC3CC(C2)CC1C3 (centres undefined)	5	-8	-2	5	0.1	2	-0.7	6	-2	2	-1
CCn1nnnc1SCC(=O)NNC(=O)C1CCCCC1	3	.	-9	-5	4.2	-2	-0.3	0	27	-5	3
O=C(Cc1csc(-c2ccccc2)n1)Nc1ccc(C(F)(F)F)cc1	-10	6	-3	4	2.7	-7	3.2	0	43	1	7
COc1cc(/C=C2/SC(=S)N(CC(=O)Nc3cccnc3)C2=O)cc(OC)c1OC	9	21	2	10	-2.4	-4	2.9	0	403	10	-3
COc1ccc(NC(=S)N2CCCC(c3nc4ccc(C)cc4[nH]3)C2)cc1 (centres undefined)	2	22	5	.	0.9	-1	0.9	-1	234	-2	-5
COc1ccc(CCCC(=O)NC2CCCCC2)cc1	-4	.	2	-9	0.0	-6	-0.5	2	2	-8	8
CCOc1cc(C(=S)N2CCOCC2)ccc1OC(=O)c1ccccc1	-3	-14	1	10	-0.5	-1	-0.4	-1	1	3	-1
Cc1c(CC(=O)N2CCN(C(=O)C3COc4ccccc4O3)CC2)c(=O)oc2cc(O)c(Cl)cc12 (centres undefined)	-4	-26	-8	-490	.	-5	1.1	-4	-5	-4	-10
FC(F)(F)c1cccc(Oc2cc(C(F)(F)F)nc(-c3ccccn3)n2)c1	-2	0	4	-1	0.0	1	-0.5	-1	22	-6	-8
S=C(Nc1ccc2c(c1)OCO2)N1CCCC1	8	-8	1	11	-0.1	-3	0.3	-2	1	-1	-6
Cc1nc2sc(-c3ccccc3)cc2c(=O)n1N	-1	45	-10	5	8.0	1	6.7	-3	-50	-7	13
Cc1ccc(C(=O)COC(=O)c2cnccn2)cc1[N+](=O)[O-]	2	17	-2	7	0.2	2	0.7	-2	-30	-4	5
COc1ccc(-n2c(COc3ccc4ccccc4c3)nnc2SCC(=O)NCc2ccco2)cc1	1	-6	1	7	0.8	-1	2.0	-1	-10	-8	-16
CCCC(=O)n1nc(-c2ccccc2)nc1N	2	-19	-10	17	0.9	3	6.5	.	-7	-4	-10
COC(=O)c1ccc(C(=O)OC)c(-n2c(=O)c3ccccc3c3ccccc3c2=O)c1	3	12	-2	1	-5.6	-1	-0.9	23	-18	-15	-8
CC(C)(C)c1cc[n+](-c2[nH]c(=O)sc2/C=N/N=C(\[O-])c2ccccc2)cc1	-2	8	4	-5	1.0	-2	1.3	3	4	-3	1
CCOc1ccccc1NC(=O)C1CCN(c2ccc(S(=O)(=O)N3CCCC3)cc2)CC1	-5	4	-2	2	-0.6	0	0.4	-4	.	-7	7
O=C(O)c1ccc2oc(SCC(=O)N3CCCCC3)nc2c1	5	2	-5	0	-1.2	2	-0.6	-4	-5	1	2
